Bioassay records as filed in PubChem BioAssay.
S100A4 inh HTS: inhibitors of S100A4-myosin IIA peptide binding, primary screen, biochemical, fluorescence polarization, TAMRA-MyoIIA peptide; Protein S100-A4 (Homo sapiens), P26447; inhibition, % at 10.7 µM; 360,000 tested, 0.14% active; AID 652163, 2013;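 active = mean inhibition of at least 70% across replicates, with every replicate also reaching that level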
Target sequence (P26447 whole entry, looked up): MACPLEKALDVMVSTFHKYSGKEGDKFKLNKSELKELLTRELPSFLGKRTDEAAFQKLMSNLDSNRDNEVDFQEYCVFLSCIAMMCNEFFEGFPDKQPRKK
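Assay system: human S100A4 monomer with TAMRA-labelled myosin IIA peptide / Buffer or medium: Calcium-containing HEPES buffer, pH 7.2 / Reagent: TAMRA-labelled myosin IIA heavy-chain peptide probe, 5 nM / Compound: one dose per compound / Timing: polarization read 5 min after assay mix addition, stable 5–60 min / Benchmarks: neutral control DMSO, positive control TFP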
PglD DTNB: C. jejuni PglD acetyltransferase inhibitors, primary screen, biochemical, DTNB colorimetric, single point; purified PglD enzyme, DTNB colorimetric CoA detection; inhibition, % at 12.5 µM; AID 602405, 2012; 360,000 tested, 0.098% active; UDP-N-acetylbacillosamine N-acetyltransferase PglD (Campylobacter jejuni); in the data active = inhibition above about 16%, passing the limit was not always enough; also: strong numbers were not always called active
PGC1a acetyl inh: inhibitors of PGC1a acetylation signal, primary screen, cell-based, U2OS, AlphaScreen, inhibitor mode. AlphaScreen anti-acetyl-lysine; with virally co-expressed GCN5 acetyltransferase. inhibition, % at 15.6 µM. 350,000 tested, 0.17% active. AID 651687, 2012;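 active = every replicate shows inhibition of at least 40%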;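 also: 0% = neutral control wells and 100% = positive control wells; some results beyond the cut were filed as inactive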
LGR2 inh: inhibitors of bursicon-induced LGR2 CRE-luciferase signal, primary screen, cell-based, HEK293, CRE-luciferase reporter, bursicon stimulation; bursicon-stimulated, 4 h; 380,000 tested, 0.35% active; Drosophila bursicon receptor LGR2 (rickets); inhibition, % at 9.99 µM;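 active = drop in luminescence signal, shown as inhibition above about 50% in the replicate tests, limit read from the data, passing the limit was not always enough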;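 also: agonist challenge used bursicon conditioned medium at about half maximal strength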
PAX8 inh HTS: inhibitors of PAX8-driven TPO luciferase reporter, primary screen, RMG-I cells, single concentration. SteadyGlo, 24 h. inhibition, % at 12.6 µM. 360,000 tested, 1.2% active. AID 652154, 2013;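 active = mean replicate inhibition at least 60% with every replicate also reaching 60%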;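 also: luciferase light reporting Pax8 driven TPO promoter activity; plate controls were median of neutral control wells for no effect and mitoxantrone controls for full effect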
ERAP1 HTS inh: human ERAP1 aminopeptidase inhibitors, primary screen, biochemical, single point, plate reader. recombinant ERAP1, Leu-AMC fluorescence, 60 min. inhibition, % at 10.7 µM. 340,000 tested, 0.15% active;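 active = mean replicate inhibition of at least 30%, or all replicates individually reaching that 30% level; inactive = mean below 30% and not every replicate reaching it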;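 also: 0% = neutral control wells and 100% = L-leucinethiol positive control wells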
Target sequence (Q9NZ08 whole entry, looked up): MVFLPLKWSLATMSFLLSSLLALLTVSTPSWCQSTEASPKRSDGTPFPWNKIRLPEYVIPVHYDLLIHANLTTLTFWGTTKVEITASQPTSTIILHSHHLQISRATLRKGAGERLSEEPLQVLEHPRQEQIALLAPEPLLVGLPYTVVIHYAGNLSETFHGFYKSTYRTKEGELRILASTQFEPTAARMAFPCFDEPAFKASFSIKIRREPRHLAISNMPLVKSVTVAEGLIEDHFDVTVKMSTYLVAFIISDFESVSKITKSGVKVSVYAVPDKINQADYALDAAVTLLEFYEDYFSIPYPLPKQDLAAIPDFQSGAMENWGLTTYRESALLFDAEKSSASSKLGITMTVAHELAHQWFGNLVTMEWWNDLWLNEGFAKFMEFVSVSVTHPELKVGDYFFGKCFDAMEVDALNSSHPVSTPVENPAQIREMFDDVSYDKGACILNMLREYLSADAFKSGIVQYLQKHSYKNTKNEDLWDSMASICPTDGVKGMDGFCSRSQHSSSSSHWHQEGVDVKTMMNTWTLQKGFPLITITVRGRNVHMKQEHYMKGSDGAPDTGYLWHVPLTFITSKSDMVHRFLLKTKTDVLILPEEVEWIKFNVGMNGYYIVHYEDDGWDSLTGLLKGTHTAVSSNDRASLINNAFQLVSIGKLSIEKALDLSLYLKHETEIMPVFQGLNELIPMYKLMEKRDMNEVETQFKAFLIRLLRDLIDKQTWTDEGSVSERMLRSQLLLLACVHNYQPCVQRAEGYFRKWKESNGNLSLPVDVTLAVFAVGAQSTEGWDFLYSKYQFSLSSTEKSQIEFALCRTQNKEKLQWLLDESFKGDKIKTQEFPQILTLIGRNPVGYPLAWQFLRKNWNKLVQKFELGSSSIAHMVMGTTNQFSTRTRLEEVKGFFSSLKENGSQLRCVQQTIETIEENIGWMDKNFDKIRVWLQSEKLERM
EWS-Fli inh: EWS/Fli-driven NR0B1 reporter inhibitors, primary screen, A673 cells, NR0B1 luciferase, luminescence, MLPCN library | viability-normalised | inhibition, % at 12.6 µM | 350,000 tested, 0.67% active;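 active = mean inhibition of at least 50% after viability correction, with every replicate also passing that limit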;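 also: firefly luciferase signal divided by Alamar Blue viability fluorescence both relative to DMSO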
FN deposit inh: inhibitors of fibronectin matrix deposition, primary screen, AH1F cells, Alexa488-fibronectin fluorescence, plate reader; AH1F fibroblasts, overnight; inhibition, % at 12.6 µM; 350,000 tested, 0.086% active;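 active = mean inhibition across replicates of 30% or more, regardless of how many single replicates reach that level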;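 also: positive control wells lacked labelled fibronectin entirely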
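test system = AH1F fibroblasts assembling fluorescent fibronectin matrix | quantity = 10000 AH1F cells per well | buffer or medium = DMEM plus 2% serum, read in PBS | doses = single dose, pinned | incubation = 1 h cell attachment, overnight exposure to compound and label | detection = fluorescence at 485 nm excitation, 525 nm emission | read-out basis = inhibition from reduced deposited-fibronectin fluorescence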
Numbers without * were called inactive; / = not tested or not shown; & = joins results of further samples.

SMILES	S100A4 inh HTS	PglD DTNB	PGC1a acetyl inh	LGR2 inh	PAX8 inh HTS	ERAP1 HTS inh	EWS-Fli inh	FN deposit inh
C[C@H]1CN([C@@H](C)CO)C(=O)Cc2cc(NS(=O)(=O)c3ccc(Cl)cc3)ccc2O[C@H]1CN(C)CC1CC1	-3	3	5	5	/	0	-5	/
CCn1c(C)nc2cc(C(=O)N/N=C/c3cccc(OC)c3O)ccc21	0	/	2	11	21	-8	5	4
COc1ccc(NC(=O)COC(=O)C2CC2)c(OC)c1	-1	2	/	-15	3	-3	-13	-2
CC1=C(C(=O)N2CCOCC2)CC(CC(=O)NC2CCCCC2)C(=O)N1Cc1ccc(F)cc1 (centres undefined)	-1	-6	4	-20	2	/	-9	-6
CO[C@H]1CN(C)C(=O)c2cc(NC(C)=O)ccc2OC[C@@H](C)N(Cc2cccc(F)c2)C[C@H]1C	-3	1	-1	-3	6	/	-2	-5
O=C(c1cc(N2CCOCC2)c(F)cc1[N+](=O)[O-])N1CCOCC1	-5	-5	/	1	7	2	1	6
COC(=O)c1ccc(-c2c(-c3ccccc3)ncc3cc(OC)c(OC)cc23)cc1	0	-1	/	-9	-10	0	-162	6
O=C(CN1CCOCC1)NCC[C@@H]1CC[C@@H](NC(=O)Nc2ccccc2)[C@@H](CO)O1	0	-1	-3	16	-3	0	-1	-8
O=C(Nc1ccccc1)[C@@H]1CC=C[C@@H]2CCN(Cc3ccccc3)C(=O)[C@@H]21	-4	4	/	-1	-18	0	-6	3
C[C@]12Cc3ccccc3C1CC1=N[C@@H](C3CCCCC3)O[C@@]13C[C@@H]2C(=O)N3C1CCN(Cc2ccccc2)CC1 (some centres undefined)	-14	/	/	-18	-5	-1	4	-2
CCN1CCN(C(=O)c2ccccc2NC(=O)c2ccc(Cl)cc2)CC1	5	1	/	-14	1	-4	/	8
Cc1cc(OCc2nn[nH]n2)c2c(C)c(CC(=O)O)c(=O)oc2c1	/	-1	2	/	5	/	/	2
CCC(=O)N1CCC1(C)C(=O)Nc1ccc(OC(F)F)cc1 (centres undefined)	-14	-2	4	-2	0	-3	-6	9
CC(=O)Nc1ccc(Br)c2ccccc12	-1	/	/	/	-10	-1	2	4
C[C@@H]1CN([C@@H](C)CO)C(=O)c2cccc(NS(=O)(=O)c3ccc(Cl)cc3)c2O[C@H]1CN(C)CC1CC1	3	4	4	-11	-23	-3	0	/
Cc1nn(-c2ccccc2)c(C)c1CN(C)C(=O)c1ccc(S(=O)(=O)NCc2ccco2)cc1	5	4	/	-2	15	0	8	-4
NC(=O)CC[C@H](NC(=O)[C@H](Cc1ccccc1)n1c(=O)[nH]c2ccccc2c1=O)C(=O)N1CCC[C@H]1C(=O)O	-3	0	-2	12	/	1	0	/
Cc1ccc2nc(SCC(=O)Nc3ccc(F)cc3F)[nH]c2c1	/	-3	-13	-4	-15	/	/	-7
C/C=C(\C)CN1CCCC(CO)(Cc2ccccc2)C1 (centres undefined)	-6	-1	5	/	-14	1	-7	3
CCOC(=O)C1(C(=O)OCC)NC(=O)CC1CC(C)C (centres undefined)	-5	/	-4	10	-1	0	2	6

Arranged by molecular weight (highest first): part of the list above
SMILES	S100A4 inh HTS	PglD DTNB	PGC1a acetyl inh	LGR2 inh	PAX8 inh HTS	ERAP1 HTS inh	EWS-Fli inh	FN deposit inh
C[C@H]1CN([C@@H](C)CO)C(=O)Cc2cc(NS(=O)(=O)c3ccc(Cl)cc3)ccc2O[C@H]1CN(C)CC1CC1	-3	3	5	5	/	0	-5	/
NC(=O)CC[C@H](NC(=O)[C@H](Cc1ccccc1)n1c(=O)[nH]c2ccccc2c1=O)C(=O)N1CCC[C@H]1C(=O)O	-3	0	-2	12	/	1	0	/
Cc1nn(-c2ccccc2)c(C)c1CN(C)C(=O)c1ccc(S(=O)(=O)NCc2ccco2)cc1	5	4	/	-2	15	0	8	-4
CO[C@H]1CN(C)C(=O)c2cc(NC(C)=O)ccc2OC[C@@H](C)N(Cc2cccc(F)c2)C[C@H]1C	-3	1	-1	-3	6	/	-2	-5
O=C(CN1CCOCC1)NCC[C@@H]1CC[C@@H](NC(=O)Nc2ccccc2)[C@@H](CO)O1	0	-1	-3	16	-3	0	-1	-8
COC(=O)c1ccc(-c2c(-c3ccccc3)ncc3cc(OC)c(OC)cc23)cc1	0	-1	/	-9	-10	0	-162	6
CCN1CCN(C(=O)c2ccccc2NC(=O)c2ccc(Cl)cc2)CC1	5	1	/	-14	1	-4	/	8
O=C(Nc1ccccc1)[C@@H]1CC=C[C@@H]2CCN(Cc3ccccc3)C(=O)[C@@H]21	-4	4	/	-1	-18	0	-6	3
CCn1c(C)nc2cc(C(=O)N/N=C/c3cccc(OC)c3O)ccc21	0	/	2	11	21	-8	5	4
O=C(c1cc(N2CCOCC2)c(F)cc1[N+](=O)[O-])N1CCOCC1	-5	-5	/	1	7	2	1	6
Cc1ccc2nc(SCC(=O)Nc3ccc(F)cc3F)[nH]c2c1	/	-3	-13	-4	-15	/	/	-7
CCC(=O)N1CCC1(C)C(=O)Nc1ccc(OC(F)F)cc1 (centres undefined)	-14	-2	4	-2	0	-3	-6	9
CCOC(=O)C1(C(=O)OCC)NC(=O)CC1CC(C)C (centres undefined)	-5	/	-4	10	-1	0	2	6
CC(=O)Nc1ccc(Br)c2ccccc12	-1	/	/	/	-10	-1	2	4

Remaining list, next part:
SMILES	S100A4 inh HTS	PglD DTNB	PGC1a acetyl inh	LGR2 inh	PAX8 inh HTS	ERAP1 HTS inh	EWS-Fli inh	FN deposit inh
CCCC(=O)NCCc1nc2ccccc2n1C	/	-3	2	/	3	/	/	4
NC(=O)c1ccc(N=Cc2ccc([N+](=O)[O-])s2)cc1	-2	/	/	-16	7	1	7	-2
CN(CC(=O)Nc1ccc(Cl)cc1)C(=O)CNC(=O)Cc1cccc2ccccc12	2	-4	/	0	6	3	-1	0
N/C(=N\OC(=O)c1ccco1)c1cccc(Br)c1	/	-4	1	-65	/	/	/	11
O=[N+]([O-])c1ncn(Cc2c(Cl)cccc2Cl)n1	6	/	5	-3	1	-4	1	3
OCC1(Cc2ccccc2)CCN(Cc2cnc(-c3ccc(Cl)cc3)nc2)CC1	-2	-3	21	-53	-11	-1	-12	/
COCCNC(=O)CN(C(=O)CCC(=O)Nc1ccccn1)c1ccc(OC)cc1	-5	4	-84	-8	-1	-2	8	-11
CS(=O)(=O)NCCSCc1c(Cl)cccc1Cl	/	-2	-3	-5	/	/	/	-1
O=C(CCc1nc2ccccc2c(=O)[nH]1)OCc1ccc(-c2ccccc2)cc1	0	/	/	-9	-10	-1	3	8
CN(C(=O)Nc1ccc(F)cc1)[C@H]1C[C@H]2c3[nH]c4ccccc4c3CCN2C(=O)[C@H]1CO	-5	0	-2	-1	-4	-3	41	0
C=CCn1cnc2c(nnn2-c2ccc(OC)c(OC)c2)c1=O	-2	/	0	-8	-29	1	7	-1
CCCCCCC1CC(=CN(C)C)C(=O)O1 (centres undefined)	-12	-2	/	-3	19	1	11	-7
O=C(Nc1ccc(F)cc1)N1[C@@H]2CNC[C@H]1C2c1ccc(/C=C/c2ccccc2)cc1 (some centres undefined)	1&-2	/	3	8&-25	/	1&-1	/	-6&-4
COc1cc2[nH]c(C(=O)Nc3ccc(F)cc3)cc2c(OC)c1OC	-6	/	/	8	56	2	48	9
CC(C)=CC(=O)N1CCCC(N2CCN(c3ccc(F)cc3)CC2)C1 (centres undefined)	29	0	8	-1	-9	0	-7	1
CN(C)C(=O)c1cccc(-c2cnc3c(NC=O)cc(-c4ccc(C(=O)N5CCOCC5)cc4)cn23)c1	-23	5	-2	-9	/	0	0	8
Cc1ccc2c(CNCc3ccccc3)cc(=O)oc2c1	2	-2	2	-2	15	-2	38	20
Cc1ccc(C(=O)COC(=O)c2cc(Cl)ccc2O)cc1[N+](=O)[O-]	-10	0	2	5	2	3	/	-11
COc1cc2c(cc1OC)C1C/C(=N\O)C(CC(C)C)CN1CC2 (centres undefined)	1	-3	/	-1	/	2	/	/
CC(C)CC#Cc1ccc2c(c1)O[C@@H](CN(C)C(=O)CC1CC1)[C@H](C)CN([C@H](C)CO)S2(=O)=O	/	-3	-5	11	29	/	16	11
CC1CC(C)CN(S(=O)(=O)c2ccc3c(c2)n(C)c(=O)c(=O)n3C)C1 (centres undefined)	25	-1	-4	4	6	-5	2	3
CC(CCC(=O)O)C1CCC2C3CC(O)C4CC(O)CC[C@]4(C)C3CCC12C (some centres undefined)	-2	1	4	-2	/	-4	12	/
C[C@@H]1CCCCO[C@@H](CN(C)CC2CCCCC2)[C@@H](C)CN([C@@H](C)CO)C(=O)c2cc(NS(=O)(=O)c3ccc(F)cc3)ccc2O1	1	0	-6	3	72*	-10	2	/
CN(C)CCP(=O)(c1ccccc1)c1ccccc1	-1	2	15	27	15	-2	-1	-1
CN(C)C(=S)NC1CCS(=O)(=O)C1 (centres undefined)	6	/	22	-1	-10	1	4	-2
COc1ccccc1N1CCN(S(=O)(=O)CCNC(=O)CCCc2ccccc2)CC1	-6	6	/	-23	-27	1	-2	1
CSCCC(NC(=O)/C(=C/c1ccc2c(c1)OCO2)NC(=O)c1cccc([N+](=O)[O-])c1)C(=O)O (centres undefined)	-2&6	0	10	6	1	3	7	-8
O=C(COC(=O)c1ccccc1Cl)Nc1cccnc1Cl	21	-4	-3	-2	-16	3	2	-4
CCOC(=O)N1CCC(N2CCCC(CO)(Cc3cccc(OC)c3)C2)CC1 (centres undefined)	-17	/	/	-14	3	0	4	-2
C[C@@H]1CN([C@@H](C)CO)C(=O)c2cc(NC(=O)Cc3cn(C)c4ccccc34)ccc2O[C@H]1CN(C)Cc1ccc(C(F)(F)F)cc1	3	2	-2	6	19	-2	0	/
O=C(COc1ccccc1Cl)NCCCNC(=O)c1cnccn1	33	-3	/	-2	-14	3	-3	-4
COc1ccc(S(=O)(=O)Nc2ccc3c(c2)CC(=O)N([C@@H](C)CO)C[C@H](C)[C@H](CN(C)S(=O)(=O)c2ccc(OC)cc2)O3)cc1	-38	-2	-5	9	-10	5	13	/
COc1ccc2c3c([nH]c2c1)[C@@H](CO)N(Cc1ccncc1)CC31CCN(C(=O)c2cccnc2)CC1	-17	/	/	6	/	-2	0	/
O=C(CC1CC1)N[C@@H]1CC[C@@H](CCNS(=O)(=O)c2ccc(Cl)cc2)O[C@@H]1CO	2	0	56*	-1	-9	-3	-1	-4
Cc1cc(C)cc(NS(=O)(=O)c2ccc(Oc3ncc(C(F)(F)F)cc3Cl)cc2)c1	/	0	-14	/	23	/	/	-7
CCc1nc2ccc(C(=O)NCc3cccs3)cn2c1N(CCC(C)C)CCN(C)C	-1	2	-16	-3	-10	-2	6	1
Cc1ccc(-c2nc(SC(C)C(=O)N3CCCC3)n[nH]2)cc1 (centres undefined)	-2	0	-42	0	-2	5	-5	-5
COc1ccc(Nc2nc(-c3ccccc3O)nc3ccccc23)cc1	-2	-3	-11	1	5	1	7	9
